HDAC3 inh: human HDAC3 inhibition; recombinant HDAC3, fluorogenic peptide/trypsin coupled, fluorescence; inhibition, % at 8.3 µM; 0.15% of 320,000 active; in the data active means inhibition above about 26%, passing the limit was not always enough; inconclusive means no clear call, values can overlap the other calls
Target sequence (O15379 whole entry, looked up): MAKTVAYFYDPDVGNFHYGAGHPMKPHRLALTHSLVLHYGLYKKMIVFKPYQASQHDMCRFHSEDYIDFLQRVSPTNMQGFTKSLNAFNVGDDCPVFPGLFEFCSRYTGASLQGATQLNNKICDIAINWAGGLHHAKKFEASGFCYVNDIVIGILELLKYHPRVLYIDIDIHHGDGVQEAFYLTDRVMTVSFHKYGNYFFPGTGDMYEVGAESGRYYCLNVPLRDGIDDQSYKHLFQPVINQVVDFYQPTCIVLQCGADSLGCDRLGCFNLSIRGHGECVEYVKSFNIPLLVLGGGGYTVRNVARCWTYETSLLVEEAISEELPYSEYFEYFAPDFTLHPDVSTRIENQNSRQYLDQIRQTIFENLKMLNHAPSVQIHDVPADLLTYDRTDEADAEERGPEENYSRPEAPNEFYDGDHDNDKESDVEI
PolyA inh: yeast polyadenylation inhibition; S. cerevisiae SKY197-pL101 polyadenylation reporter, beta-gal luminescence; efflux-impaired pdr1/pdr3 knockout yeast; score 100 = 6 SD above DMSO; calls only at 12 µM; 0.02% of 300,000 active; AID 1875;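 active means lowest replicate activity score at least 50, where 100 means six control SD above control mean; inconclusive means lowest score under 50 but half or more replicates reach 50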;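 further: yeast exposed to compound for 9 h at 30 °C; higher score means more reporter readthrough which indicates perturbed polyadenylation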
GSK3B inh: inhibitors of human GSK3beta kinase. activity score (negative = inhibition), % at 10 µM. 0.038% of 300,000 active. GST-GSK3beta kinase, ADP-Glo luminescence, 60 min; stronger effect = lower value. AID 2097;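 active means more than half of replicate wells score below -50%, meaning over 50% inhibition versus plate controls; inconclusive means some replicates but at most half score below -50%; inactive means no replicate scores below -50%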;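 further: 0% = median DMSO wells and -100% = median GW8510 positive control wells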
Target sequence (P49841 whole entry, looked up): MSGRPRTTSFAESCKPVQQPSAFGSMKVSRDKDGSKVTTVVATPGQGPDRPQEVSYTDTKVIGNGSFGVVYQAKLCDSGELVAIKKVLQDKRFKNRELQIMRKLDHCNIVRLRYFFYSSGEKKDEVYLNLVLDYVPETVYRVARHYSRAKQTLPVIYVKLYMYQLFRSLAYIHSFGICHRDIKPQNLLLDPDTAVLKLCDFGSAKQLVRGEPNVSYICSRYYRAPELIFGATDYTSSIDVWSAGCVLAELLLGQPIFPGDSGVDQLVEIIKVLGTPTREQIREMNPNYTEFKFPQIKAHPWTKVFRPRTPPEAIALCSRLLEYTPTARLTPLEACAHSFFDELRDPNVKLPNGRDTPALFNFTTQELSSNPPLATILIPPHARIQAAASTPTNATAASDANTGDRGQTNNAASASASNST
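Test system – GST-tagged human GSK3beta kinase, cell-free · Incubation – 60 min enzyme reaction, room temperature · Signal – ADP-Glo luminescence · Also added – peptide substrate and ATP at 25 µM · Controls – DMSO neutral wells and GW8510 at 20 µM as positive · Buffer or medium – Tris/MgCl2 kinase buffer · Measure – Luminescence-derived activity versus plate DMSO and GW8510 wells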
DYRK1A inh: inhibitors of rat Dyrk1A kinase | Q63470 | ADP-Glo luminescence, NFATc1 peptide | inhibition, % at 12.5 µM | 0.43% of 310,000 active | AID 504441; in the data active means inhibition above about 50%;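 further: plate controls were vehicle with enzyme for no effect and no enzyme for full effect; many of its hits are not listed in these tables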
HSF1 inhib: HSF1 inhibition. NIH3T3-HGL HSE-luciferase, MG132-induced, luminescence 8 h; stronger effect = lower value. activity change, negative = inhibition, % at 7.5 µM (by protocol). 0.77% of 300,000 active;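 active means more than half of replicate wells show activity change below -50%, luminescence cut by over half; inconclusive means some wells, but at most half, below -50%; inactive means no replicate well below -50%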;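 further: luciferase reports HSF-1 transcriptional activity via heat shock element; 0% = median of DMSO wells and -100% = zero luminescence signal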
HSF-1 act: increases HSF-1 driven luciferase reporter signal; NIH3T3-HGL HSF-1 luciferase reporter, MG132, 8 h; 100% = twice DMSO control signal; activation, % at 9 µM; 1.7% of 300,000 active;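 active means mean replicate activation of at least 50% with a set share of replicates each reaching 50%; inconclusive means only one of those two conditions met; inactive means mean below 50% and too few replicates reaching it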;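 further: 0% = median of the neutral control wells and 100% = twice that signal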
GSK3A inh: inhibitors of human GSK-3 alpha kinase. ADP-Glo luminescence, 60 min. 0.1% of 320,000 active. inhibition, % at 10 µM. AID 2650;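 in the data active means inhibition above about 50%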;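 further: GST-tagged GSK-3 alpha with peptide substrate and 25 µM ATP; 0% = DMSO neutral wells and 100% = GW8510 positive control wells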
HSP90 inh: inhibitors of HSP90 luciferase refolding in rabbit reticulocyte lysate; luciferase refolding luminescence, 3 h; inhibition, % at 5.6 µM; 0.91% of 290,000 active;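 active means inhibition above the screen-wide mean plus 3 SD, computed separately per campaign, cut at about 16% in these data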;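 further: 0% = DMSO wells and 100% = 60 µM geldanamycin wells; inhibitors lower the luminescence because luciferase stays unfolded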
AI-2 QS modul: Vibrio harveyi AI-2 quorum sensing modulation; Vibrio harveyi JMH597 AI-2 luminescence/OD600 ratio, 9 h; stronger effect = lower value; strain lacks LuxN and CqsS sensors; 0 = neutral-control median; activity change, % at 7.5 µM; 0.4% of 300,000 active; in the data active means activity change below about -75%, passing the limit was not always enough; inconclusive means no clear call, values can overlap the other calls;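 further: luminescence divided by OD600 gain over 9 h not by final OD600 alone; inactives centre near 13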
Platelet DG rel: platelet dense granule release activity. 0.22% of 300,000 active. AID 1663. inhibition, %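 (compounds screened at 7.5 µM in platelet-rich plasma)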. human platelet-rich plasma, SFLLRN dense granule ATP release, luminescence;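 active means mean replicate score, as percent of positive control, at or above 50; inconclusive means mean below 50 but at least one replicate at or above 50; inactive means mean and every replicate below 50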
The depositor's hits bear a star; i = inactive; ? = inconclusive; . = no result given. Not all compounds are listed; the hit share may differ from the screen's.

SMILES	HDAC3 inh	PolyA inh	GSK3B inh	DYRK1A inh	HSF1 inhib	HSF-1 act	GSK3A inh	HSP90 inh	AI-2 QS modul	Platelet DG rel
Clc1nc(Cl)nc(-c2cn(-c3ccccc3)c3ccccc23)n1	3	i	1	.	-2	.	0	4	16	8
COc1ccc(Br)cc1C(=O)Nc1ccc(NC(=O)c2ccco2)cc1	1	i	0	3	1	4	-3	-4	-1	7
COc1ccc(CN2C(=O)C(Cc3ccccc3)Nc3ncnc(N4CCN(c5ccccc5)CC4)c32)cc1 (stereo not drawn)	4	i	0	0	3	11	-1	.	3	2
O=C1c2ccccc2C(=O)N1c1cccc(-c2nc3ccccc3o2)c1	-1	i	0	9	-2	-7	-2	0	9	-2
O=Cc1cn(-c2ccccc2)nc1-c1cc2c(ccc3ccccc32)oc1=O	1	.	.	-1	.	.	0	-2	.	.
Cc1onc(-c2ccccc2Cl)c1C(=O)NCc1nc(-c2ccccc2)no1	0	i	2	1	1	29	2	1	0	0
CCOc1cc(N2CCOCC2)c(OCC)cc1NS(=O)(=O)c1cc(NC(C)=O)ccc1OC	3	i	2	-1	3	-9	-1	-2	21	3
CCCCN(CCCC)CCNC(=O)CNC(=O)c1cccs1	-1	i	2	4	-9	-1	0	3	6	-2
CCC(=O)Nc1nc2ccc(NC(=O)COc3ccccc3)cc2s1	-6	i	1	-10	0	17	0	0	4	-4
NC(=O)COC(=O)C12CC3CC(CC(O)(C3)C1)C2	0	i	1	-2	-8	-1	-1	5	31	-8
Cc1c(N=C2SC(CC(=O)Nc3ccccc3)C(=O)N2CCN2CCOCC2)c(=O)n(-c2ccccc2)n1C (stereo not drawn)	-6	i	2	-2	-4	9	-2	1	5	-3
Cc1ccc(-n2cc(-c3ccccc3)c3c(NN4CCOCC4)ncnc32)cc1	6	i	5	9	-4	1	3	0	28	18

Rewritten in markdown: entries from further up.
| Structure | HDAC3 inh | PolyA inh | GSK3B inh | DYRK1A inh | HSF1 inhib | HSF-1 act | GSK3A inh | HSP90 inh | AI-2 QS modul | Platelet DG rel |
| --- | --- | --- | --- | --- | --- | --- | --- | --- | --- | --- |
| CCOc1cc(N2CCOCC2)c(OCC)cc1NS(=O)(=O)c1cc(NC(C)=O)ccc1OC | 3 | i | 2 | -1 | 3 | -9 | -1 | -2 | 21 | 3 |
| CCCCN(CCCC)CCNC(=O)CNC(=O)c1cccs1 | -1 | i | 2 | 4 | -9 | -1 | 0 | 3 | 6 | -2 |
| CCC(=O)Nc1nc2ccc(NC(=O)COc3ccccc3)cc2s1 | -6 | i | 1 | -10 | 0 | 17 | 0 | 0 | 4 | -4 |
| NC(=O)COC(=O)C12CC3CC(CC(O)(C3)C1)C2 | 0 | i | 1 | -2 | -8 | -1 | -1 | 5 | 31 | -8 |
| Cc1c(N=C2SC(CC(=O)Nc3ccccc3)C(=O)N2CCN2CCOCC2)c(=O)n(-c2ccccc2)n1C (stereo not drawn) | -6 | i | 2 | -2 | -4 | 9 | -2 | 1 | 5 | -3 |

Remaining list, next part
SMILES	HDAC3 inh	PolyA inh	GSK3B inh	DYRK1A inh	HSF1 inhib	HSF-1 act	GSK3A inh	HSP90 inh	AI-2 QS modul	Platelet DG rel
CCN(CC)S(=O)(=O)c1ccc(C(=O)NCCSc2c[nH]c3ccccc23)cc1	6	i	0	-1	0	-16	0	-1	25	2
O=c1cc(-c2ccccc2Cl)c2c([nH]1)CCC2	-5	i	-4	-1	3	7	1	-4	-4	0
Cc1ccc(SCCC(=O)N/N=C/c2cccnc2)cc1	4	.	-6	-5	-4	5	2	1	29	3
O=C(O)CCCC(=O)Nc1ccccc1Oc1ccccc1	1	i	-1	3	4	-4	-4	-2	26	1
COc1ccc(COc2ccccc2C(=O)NCc2ccccc2)cc1F	2	i	-3	1	1	19	-3	0	5	6
CCOc1cccc2sc(=NC(=O)c3ccco3)n(CC(=O)OC)c12	-3	.	-19	7	9	21	31	-3	6	4
CCn1cc(C(=O)NCCCOC(C)C)c2cc(OC)c(OC)cc2c1=O	-3	i	1	-6	-5	7	-1	0	17	-3
CSc1nnc(C)c(=O)n1COC(=O)COc1ccc(Cl)cc1Cl	-5	i	-1	-3	-11	-5	-2	-10	4	-1
Cn1c(CCc2ccccc2)n[nH]c1=S	6	i	1	2	-2	-8	1	-3	3	-13
Cc1csc(NC(=O)CN2C(=O)COc3ccc(Cl)cc32)n1	2	i	5	5	-1	-8	-1	.	2	-8
Cc1ccc(NC2CC(=O)N(CCc3ccccc3)C2=O)cc1 (stereo not drawn)	6	i	4	-4	6	16	-1	-1	7	1
CCOc1ccc(Nc2nc(C)cc(C)c2C#N)cc1	-4	i	3	1	-6	-20	-2	-2	14	2

Reformatted in markdown: part of the list above
| structure | HDAC3 inh | PolyA inh | GSK3B inh | DYRK1A inh | HSF1 inhib | HSF-1 act | GSK3A inh | HSP90 inh | AI-2 QS modul | Platelet DG rel |
| --- | --- | --- | --- | --- | --- | --- | --- | --- | --- | --- |
| Cc1c(N=C2SC(CC(=O)Nc3ccccc3)C(=O)N2CCN2CCOCC2)c(=O)n(-c2ccccc2)n1C (stereo not drawn) | -6 | i | 2 | -2 | -4 | 9 | -2 | 1 | 5 | -3 |
| Cn1c(CCc2ccccc2)n[nH]c1=S | 6 | i | 1 | 2 | -2 | -8 | 1 | -3 | 3 | -13 |
| COc1ccc(CN2C(=O)C(Cc3ccccc3)Nc3ncnc(N4CCN(c5ccccc5)CC4)c32)cc1 (stereo not drawn) | 4 | i | 0 | 0 | 3 | 11 | -1 | . | 3 | 2 |
| Clc1nc(Cl)nc(-c2cn(-c3ccccc3)c3ccccc23)n1 | 3 | i | 1 | . | -2 | . | 0 | 4 | 16 | 8 |
| CCOc1ccc(Nc2nc(C)cc(C)c2C#N)cc1 | -4 | i | 3 | 1 | -6 | -20 | -2 | -2 | 14 | 2 |

More records
SMILES	HDAC3 inh	PolyA inh	GSK3B inh	DYRK1A inh	HSF1 inhib	HSF-1 act	GSK3A inh	HSP90 inh	AI-2 QS modul	Platelet DG rel
CC1(C)C(=O)CC[C@]2(C)C3C(=O)C=C4[C@H]5C[C@@](C)(C(=O)O)CC[C@]5(C)CC[C@]4(C)[C@]3(C)CC[C@@H]12 (stereo partly drawn)	-1	i	-2	-4	-8	-8	-3	.	33	-20
Cc1nn(-c2ccccc2)c(N)c1C1(O)C(=O)N(C(C)C)c2ccccc21 (stereo not drawn)	10	i	2	-5	5	-2	-1	0	32	-8
COc1cc(/C=N/n2c(COc3ccccc3)n[nH]c2=S)cc(Br)c1O	6	i	-11	-1	-6	-13	20	1	14	1
Cc1n[nH]c(=O)nc1NCc1ccccc1Cl	8	i	-2	10	-2	-11	2	0	1	-1
CSC(=NNC(=O)c1ccccc1O)SC	3	i	1	0	-1	-6	-1	-3	-9	-3
O=C(CN1C(=O)CCS(=O)(=O)c2ccccc21)NCCc1ccccc1	?	i	-2	-2	-5	-14	-1	-8	23	-7
Cn1c(CN2CCN(C(=O)c3ccccc3)CC2)nc2cc([N+](=O)[O-])ccc21	7	i	-2	4	-10	2	-4	1	20	1
CCOC(=O)c1c(NC(=O)CSc2nnnn2C)sc(C)c1C	0	i	-2	10	12	7	0	1	17	-1
Cc1ccc2nc(SCc3nnc(-c4ccccc4Br)o3)[nH]c2c1	4	i	0	4	8	14	-2	0	139	25
Cc1ccccc1Nc1nc(CSc2nnc(-c3ccoc3C)n2C)cs1	5	i	-1	-2	-8	-30	-2	3	9	6
O=C(c1cccs1)N1N=C(c2ccccc2)CC1c1ccc(O)cc1 (stereo not drawn)	0	i	3	-5	3	1	-1	-4	21	9
COc1ccc(-c2cnnn2-c2ccc(N)cc2)cc1OC	1	i	3	2	-8	-13	2	4	1	6
COc1nc(-c2ccccc2)ccc1-c1noc(C)n1	-10	.	-5	-1	.	.	-4	-1	0	-10
O=C1c2ccccc2C(=O)N1CCSc1ccccc1	-1	i	3	-10	65	103*	.	1	-16	-5
CC(=O)Nc1cccc(C(=O)Nc2ccc(S(=O)(=O)NC3=NCCCCC3)cc2)c1	-3	i	1	27	1	-11	-1	.	36	-1
ClCc1nnc(-c2cc3c(s2)CCCC3)o1	.	i	3	.	7	44	.	-2	-10	-1
Cc1nc(-c2ccccc2)sc1C(=O)/C=C/c1ccccc1	5	i	3	.	19	42	-1	3	17	9
Cn1c(COc2cccc3cccnc23)nnc1SCC(=O)O	-3	i	4	-3	-6	-3	-3	5	1	-3
COc1ccc(OCc2nnc(SC3CCOC3=O)n2-c2ccccc2)cc1 (stereo not drawn)	-3	i	2	-2	-4	1	-4	2	12	-2
Cc1nn(C)c(C(=O)Nc2cccc(Nc3ccccc3)c2)c1[N+](=O)[O-]	2	i	1	7	8	-3	0	2	18	-14
Cc1n[nH]c(=S)n1/N=C/c1ccccc1OCc1ccc(Cl)cc1	6	i	-1	2	23	40	2	-7	2	2
COc1cc2ccccc2cc1C(=O)NCc1ccncc1	-19	i	-1	13	-1	-6	0	1	12	-6
Cc1ccc(S(=O)(=O)N(C)C)cc1NC(=O)COC(=O)C1CC(=O)N(c2ccc3c(c2)OCCO3)C1 (stereo not drawn)	4	i	2	-11	0	-14	-3	.	18	3
COC(=O)c1ccc(-n2ccnc2)cc1	3	i	3	0	-7	-10	-1	-2	7	0
CCCCCOc1ccc(NC(=O)C2OC3OC(C)(C)OC3C3OC(C)(C)OC23)cc1 (stereo not drawn)	-1	i	2	5	-10	-24	-1	-4	20	-2
Cc1cc(=O)[nH]c(SCC(=O)NC2CCCc3ccccc32)n1 (stereo not drawn)	.	i	3	-3	-2	-6	9	-3	13	8
COc1ccc(-n2nc([N+](=O)[O-])c(=NCCc3ccccc3)n2O)cc1	3	i	-1	0	13	22	-34	-4	37	-26
CCC(Oc1ccccc1)C(=O)Nc1ccccc1N1CCCCC1 (stereo not drawn)	4	i	2	0	0	8	0	3	12	5
CC(=O)N(Cc1cccs1)C1CCOC(C)(C)C1 (stereo not drawn)	-2	i	-3	1	0	1	4	-1	15	-1
O=C(Nc1ccn(Cc2c(F)c(F)cc(F)c2F)n1)c1cccc(Cn2cc([N+](=O)[O-])cn2)c1	8	i	-1	-1	4	8	-4	-1	28	-2
Nc1nc(SCC(=O)Nc2ccc(Cl)cn2)n[nH]1	1	i	-8	3	-1	0	11	2	9	6
CCc1ccccc1NC(=O)COc1ccc2c(=O)c(Oc3cc(C)ccc3C)coc2c1	-2	i	2	3	29	71*	-3	-1	-8	-3
COc1ccc(-c2oc3ccccc3c2C(=O)OCc2ccccc2OC)cc1	-43	i	1	1	-3	-1	-1	2	20	0
COc1cccc(N(C(=O)CS(=O)CC(=O)Nc2ccc(F)cc2)C(C(=O)NC2CCCCC2)c2cccs2)c1 (stereo not drawn)	1	i	-26	-3	6	35	-1	-1	17	5
CCCc1nnc(SCC(=O)N2C(C)CCCC2C)n1CCCOC (stereo not drawn)	-1	i	-3	-2	-9	-3	-2	-9	-3	-6

Screening results from PubChem BioAssay.
